# From PubChem
# ABHD5-PLIN5 inh: inhibitors of human ABHD5-perilipin-5 interaction. Q00G26+Q8WTS1. Split G. princeps luciferase complementation, luminescence, 4 h. inhibition, % at 4 µM. 360,000 compounds, 0.78% hits. AID 602281;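 active = inhibition above the mean inhibition across every tested compound plus 3 SD, cut at about 22% in these data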;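 note: 0% = DMSO only wells and the 100% control is not disclosed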
# NOD2 RIPK2 PPI: blocks binding of human NOD2 to RIPK2; AID 624267; O43353; inhibition, % at 4.98 µM; 360,000 compounds, 0.38% hits; CHO BLA complementation NOD2-RIPK2, CCF4 ratio; in the data active = inhibition above about 21%;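 note: 0% = vehicle only and 100% = reference blocker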
# TLR9-MyD88 inh: TLR9-MyD88 interaction inhibition; 340,000 compounds, 0.21% hits; CHO BLA complementation TLR9-MyD88, CCF4 FRET ratio; AID 504734; inhibition, % at 4.98 µM;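 active = inhibition above the mean over all tested compounds plus 3 SD, cut at about 21% in these data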;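 note: 0% = DMSO only wells and 100% = clavulanate BLA inhibitor control wells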
# Target sequence (Q99836 whole entry, looked up): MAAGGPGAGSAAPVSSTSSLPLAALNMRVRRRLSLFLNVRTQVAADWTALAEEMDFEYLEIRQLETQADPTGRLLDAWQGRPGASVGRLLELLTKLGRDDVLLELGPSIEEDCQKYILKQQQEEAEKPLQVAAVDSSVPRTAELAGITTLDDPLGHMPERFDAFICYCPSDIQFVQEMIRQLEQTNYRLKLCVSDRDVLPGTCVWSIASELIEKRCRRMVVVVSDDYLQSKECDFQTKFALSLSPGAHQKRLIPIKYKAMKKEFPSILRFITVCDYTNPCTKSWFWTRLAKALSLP
# Target sequence (Q9NR96 whole entry, looked up): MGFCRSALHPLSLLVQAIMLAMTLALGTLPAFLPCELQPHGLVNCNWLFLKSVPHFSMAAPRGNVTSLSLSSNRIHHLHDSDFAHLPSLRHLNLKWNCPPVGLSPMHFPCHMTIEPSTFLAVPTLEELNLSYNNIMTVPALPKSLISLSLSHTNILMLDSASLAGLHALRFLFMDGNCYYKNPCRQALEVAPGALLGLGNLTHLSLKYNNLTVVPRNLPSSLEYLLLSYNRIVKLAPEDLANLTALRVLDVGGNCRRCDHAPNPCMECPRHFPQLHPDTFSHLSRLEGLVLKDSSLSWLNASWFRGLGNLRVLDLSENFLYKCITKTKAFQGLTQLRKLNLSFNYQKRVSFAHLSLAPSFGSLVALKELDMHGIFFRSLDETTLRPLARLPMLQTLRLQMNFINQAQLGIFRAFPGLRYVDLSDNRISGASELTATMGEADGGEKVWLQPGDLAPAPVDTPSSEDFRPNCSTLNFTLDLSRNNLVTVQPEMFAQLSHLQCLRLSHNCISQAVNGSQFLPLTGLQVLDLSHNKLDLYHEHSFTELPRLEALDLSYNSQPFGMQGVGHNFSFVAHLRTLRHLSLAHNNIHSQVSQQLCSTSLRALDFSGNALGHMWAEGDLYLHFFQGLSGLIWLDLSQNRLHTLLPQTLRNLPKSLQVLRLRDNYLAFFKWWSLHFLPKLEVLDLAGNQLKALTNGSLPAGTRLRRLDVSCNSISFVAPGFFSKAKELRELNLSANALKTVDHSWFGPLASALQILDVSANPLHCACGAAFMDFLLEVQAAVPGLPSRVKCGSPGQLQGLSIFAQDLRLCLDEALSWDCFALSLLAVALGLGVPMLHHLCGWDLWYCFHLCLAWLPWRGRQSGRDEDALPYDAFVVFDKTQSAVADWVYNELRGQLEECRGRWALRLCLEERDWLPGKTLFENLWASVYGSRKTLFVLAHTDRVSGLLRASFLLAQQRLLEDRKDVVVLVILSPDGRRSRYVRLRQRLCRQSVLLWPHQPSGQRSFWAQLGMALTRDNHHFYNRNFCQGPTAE
# SRC2 inh: inhibits human steroid receptor coactivator 2; 370,000 compounds, 0.17% hits; AID 651957; HEK293 GAL4-SRC2 luciferase reporter, luminescence; inhibition, % at 9 µM; Q15596;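 active = inhibition above the mean inhibition of all tested compounds plus 3 SD, set per campaign, cut at about 52% in these data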;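 note: 0% = DMSO treated cells and 100% = cells given Gossypol at 36 µM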
# SRC1 inh: human NCOA1 inhibition; Q15788; HEK293 GAL4-SRC1 luciferase reporter, luminescence; inhibition, % at 3.6 µM; 360,000 compounds, 0.12% hits;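 active = inhibition above the campaign mean plus 3 SD, with each screening campaign given its own cutoff, cut at about 60% in these data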;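 note: 0% = DMSO treated cells and 100% = gossypol at 36 µM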
# SRC3 inh: inhibitors of human steroid receptor coactivator 3 (SRC3); AID 588352; inhibition, % at 3.6 µM; HEK293 GAL4-SRC3 luciferase reporter, luminescence; 360,000 compounds, 0.17% hits;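 active = inhibition above a per-campaign cutoff, the mean of all compounds plus 3 SD, cut at about 60% in these data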;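 note: 0% = DMSO-treated cells and 100% = gossypol-treated cells at 36 µM; higher means less SRC3-driven luciferase light from the GAL4 reporter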
# LRH-1 inv ag: suppresses constitutive activity of human LRH-1. 360,000 compounds, 0.13% hits. O00482. HEK293T StAR-luciferase reporter, LRH-1 transfected, 24 h. inhibition, % at 3.6 µM;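 active = inhibition above the mean inhibition of all tested compounds plus 3 SD, cut at about 73% in these data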;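 note: 0% = DMSO wells and 100% = reporter-only cells lacking LRH-1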
# NR2F2 inh: blocks human COUP-TFII nuclear receptor; HEK293T NGFI-A luciferase reporter, luminescence; 370,000 compounds, 0.7% hits; P24468; inhibition, % at 8.6 µM;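 active = inhibition above a per-plate cutoff, mean inhibition of test wells between control levels plus 3 SD, cut at about 38% in these data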;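 note: cells cotransfected with COUP-TFII expression vector driving the NGFI-A reporter; 0% = median of COUP-TF2 test wells and 100% = reporter-only cells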
# MC4R antag cAMP: blocks human MC4R cAMP signaling | P32245 | MC4R-expressing cells, MTII-stimulated cAMP, LANCE TR-FRET | inhibition, % at 6.5 µM | 360,000 compounds, 0.48% hits | AID 540295;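 active = inhibition above its plate's cutoff, the mean of tested wells on that plate plus 3 SD, cut at about 29% in these data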;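 note: 0% = Melanotan II alone and 100% = Melanotan II plus saturating MCL0020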
#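 Assay system: U2OS cells stably expressing human melanocortin 4 receptor (MC4R) / Dosing: 6.5 µM / Timing: compound 30 min, challenge 1 h, detection 1 h / Measured by: Eu-cAMP/anti-cAMP TR-FRET, emission 671 nm / Replicates: singlicate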
# EBV LMP1 NFkB: reduces LMP1-driven NF-kappaB luciferase signal | LMP1-induced NF-kappaB luciferase reporter cells, luminescence | inhibition, % at 12.5 µM | 350,000 compounds, 0.69% hits | AID 504558; in the data active = inhibition above about 41%;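 note: 0% = neutral control wells and 100% = reference inhibitor control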
# MC4R ag barr: human MC4R agonism via beta-arrestin; AID 540308; 360,000 compounds, 0.98% hits; activation, % at 8.9 µM; U2OS MC4R beta-arrestin complementation, luminescence; percent of melanotan II response, DMSO zero;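 active = activation above a per-plate cutoff, the mean activation of sample wells on that plate plus 3 SD, cut at about 8% in these data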
# * = called active by the depositor; · = not tested or not shown. These rows are one share of the data, so the mix of outcomes need not match the whole.
# Every second line gives: ABHD5-PLIN5 inh	NOD2 RIPK2 PPI	TLR9-MyD88 inh	SRC2 inh	SRC1 inh	SRC3 inh	LRH-1 inv ag	NR2F2 inh	MC4R antag cAMP	EBV LMP1 NFkB	MC4R ag barr
O=C(CCCOc1ccc(Cl)cc1)NCCc1ccccc1
    -1	-15	-1	-15	1	-1	-8	-30	-2	-2	-1.2
Nc1ccc(C(=O)OCC(=O)NC2CCCc3ccccc32)cc1[N+](=O)[O-] (configuration not stated)
    -5	9	-1	23	16	16	6	13	4	0	-3.5
COc1ccccc1C(=O)Nc1ccnn1C1CCN(C(=O)C2CCOC2)CC1 (configuration not stated)
    -5	-9	-8	-5	2	6	-12	1	-1	-4	-2.0
COc1cc(CNc2ncnc3c2ncn3[C@H]2CN(Cc3cccs3)C[C@@H](CO)O2)cc(OC)c1OC
    8	-6	·	-32	8	6	3	-4	5	·	1.0
CCOc1nc2cnccc2n(CC(=O)Nc2ccccc2C(=O)OC)c1=O
    4	-7	5	12	7	3	2	14	-3	-3	-0.2
O=C(NCc1ccco1)c1ccc(Cl)s1
    5	0	9	-23	-10	8	-5	-3	12	6	-1.7
O=C(Nc1nc(-c2ccncc2)cs1)c1ccc(F)cc1
    10	0	-1	3	4	-11	-21	-8	-6	-101	-0.8
COc1ccc(NC(=S)Nc2ccccn2)cc1
    4	-7	-3	-42	-86	-75	-131	-15	-7	-24	1.6
O=C(NCc1nnnn1-c1ccc(F)c(F)c1)c1cc2ccccc2o1
    -5	7	1	-1	0	-8	4	-9	-7	4	-3.4
CCCC(c1nnnn1CS(=O)(=O)c1ccc(C)cc1)N1CCC(C(N)=O)CC1 (configuration not stated)
    0	-9	-3	-22	5	-18	20	2	1	-2	0.4
O=C(NCc1ccccn1)[C@@H]1CCCN1C(=O)[C@@H]1CCCN1C(=O)c1ccc(Cl)cc1
    -4	-11	·	1	·	·	2	-5	·	·	·
CCOC(=O)CNC(=O)c1cn(C)c(=O)c2cc(OC)c(OC)cc12
    -2	8	16	-23	1	8	-5	-14	1	-2	-1.5
COc1ccc(-c2nn(-c3ccccc3)cc2CNC(C)Cn2cncn2)c(F)c1 (configuration not stated)
    -1	-5	1	-8	-8	6	-14	14	1	2	-1.3
COC(=O)c1ccc(NC(=O)CSCc2ccc(C)cc2)cc1
    -6	0	-14	-7	2	16	-5	17	12	1	-0.2
Cc1ccccc1NC(=O)CSc1nnc(-c2ccoc2C)n1CCc1ccccc1
    6	-5	2	9	13	-25	4	12	15	-9	0.2
Cc1cccc(NCC(=O)N/N=C\c2cccn2C)c1
    0	-26	5	-14	-4	20	5	-8	-10	-3	-2.5
O=C(NNc1c2ccccc2nc2ccccc12)C(O)c1ccccc1 (configuration not stated)
    9	-21	6	25	0	9	-1	6	9	-13	0.0
Cc1c(CCO)c(=O)n(C)n1C(=O)c1ccc(Cl)cc1
    0	-5	1	-11	-5	-5	-13	-3	-6	6	-1.4
COc1ccccc1Cn1c(=S)[nH]c2cc(C(=O)NCCCN3CCOCC3)ccc2c1=O
    3	-4	-4	4	-5	-8	-15	3	14	-5	-1.5
CCCCSc1nc(C)cc(C)c1S(=O)(=O)c1ccccc1C
    -2	-13	-1	9	-4	-12	-21	5	2	-3	1.3

# Single records, as listed above. Screens in order: ABHD5-PLIN5 inh | NOD2 RIPK2 PPI | TLR9-MyD88 inh | SRC2 inh | SRC1 inh | SRC3 inh | LRH-1 inv ag | NR2F2 inh | MC4R antag cAMP | EBV LMP1 NFkB | MC4R ag barr
# Shown for CCCCSc1nc(C)cc(C)c1S(=O)(=O)c1ccccc1C : -2 | -13 | -1 | 9 | -4 | -12 | -21 | 5 | 2 | -3 | 1.3
# Shown for Cc1ccccc1NC(=O)CSc1nnc(-c2ccoc2C)n1CCc1ccccc1 : 6 | -5 | 2 | 9 | 13 | -25 | 4 | 12 | 15 | -9 | 0.2

# Further entries:
# Every second line gives: ABHD5-PLIN5 inh	NOD2 RIPK2 PPI	TLR9-MyD88 inh	SRC2 inh	SRC1 inh	SRC3 inh	LRH-1 inv ag	NR2F2 inh	MC4R antag cAMP	EBV LMP1 NFkB	MC4R ag barr
CCOc1ccc(C(=O)NC(C(=O)NCc2ccccn2)C(C)C)cc1 (configuration not stated)
    -2	8	0	2	6	-17	20	-3	3	-11	-3.4
CCCC(=O)NC(c1ccc(OC)cc1)c1c(O)ccc2ccccc12 (configuration not stated)
    -8	6	0	-12	0	9	-9	-11	1	-8	-2.1
Cc1nc(NC(=O)c2ccco2)sc1-c1csc(Nc2ccc(Cl)cc2)n1
    -9	-2	2	-19	3	-8	32	-4	21	-38	10*
COc1ccc(NC(=O)N(Cc2ccc3c(c2)OCO3)C2CC(=O)N(c3ccc(OC)cc3)C2=O)cc1 (configuration not stated)
    2	-6	-12	1	5	14	24	4	10	-5	0.3
Cc1ccc(NC(=O)c2ccco2)cc1C
    4	-5	6	-41	-131	-101	-126	-48	9	-12	-0.4
O=[N+]([O-])c1ccc(Cl)cc1P(=O)(O)c1cc(Cl)ccc1[N+](=O)[O-]
    -2	12	-6	-24	-7	-13	-7	0	11	-4	-1.1
CCCCN(CCCC)S(=O)(=O)c1ccc(NC(=O)Cc2cccs2)cc1
    -9	-8	0	-2	-9	-1	3	-41	-5	-10	1.1
CCN(CC(=O)Nc1ccc2c(c1)OCCO2)C(=O)/C=C/c1cc(Br)ccc1OC
    -6	-4	1	-16	-9	11	3	-14	-5	-2	1.8
CCOc1ccc(N(CC(=O)Nc2ccccc2C(=O)NCc2ccco2)S(C)(=O)=O)cc1
    -3	-1	-2	-16	-4	10	0	1	-7	-10	-0.2
CCOC(=O)c1c(NC(=O)CSc2nnc(-c3cccc(C)c3)n2CC)sc(C(C)=O)c1C
    5	-5	-11	-20	-3	-34	12	14	-6	12	3.5
CC(C)c1ccc(NC(=O)CN2C(=O)c3ccccc3S2(=O)=O)cc1
    1	5	4	0	9	0	-5	-8	11	-1	-1.1
COc1ccc(-c2cc(=O)n(CCC#N)[nH]2)cc1
    26*	-13	-10	-12	6	-1	10	10	7	8	3.0
COc1ccc(N(C)C(=O)CCS(=O)(=O)c2cccc3nsnc23)cc1
    -8	5	-5	8	-15	14	-8	12	-3	-12	0.5
COc1ccc(NC(=O)C2CCN(S(=O)(=O)c3cccc4nonc34)CC2)c(OC)c1
    -4	1	6	-43	-6	5	10	1	3	-4	-1.9
CN(C(=O)CN1C(=O)NC2(CCCc3ccccc32)C1=O)C1CCCCC1 (configuration not stated)
    -7	-4	-11	19	11	3	-25	-14	9	-1	-1.3
COCCn1c(SCCOc2ccccc2)nc2ccccc2c1=O
    4	6	1	14	7	-5	0	14	19	10	-0.9
COCCCNCCOc1ccc(C(C)(C)c2ccccc2)cc1
    12	-9	-1	-11	-12	-14	5	-25	-9	-10	0.1
O=C(O)CN1C(=O)C(=O)N(Cc2ccccc2F)C1=O
    10	-11	-1	3	2	-15	-8	-17	4	15	-0.5
O=C(O)CSc1ncn[nH]1
    -5	-22	-2	-20	-2	-11	16	11	9	3	-0.5
CCOc1ccc(/C(CCC(=O)O)=N/NC(=S)NC(C)C)cc1
    0	5	5	-34	-5	4	-3	9	0	4	1.1
Cc1cccc(C(=O)OCC(=O)Nc2sc3c(c2C#N)CCC3)c1
    0	1	-7	0	16	12	29	-12	-5	4	4.5
CCOc1ccc(CCNC(=O)Cn2nc(C)c3c(C)n(-c4ccccc4)nc3c2=O)cc1
    7	-5	5	-21	-22	-6	18	-17	0	-6	-0.3
N#C/C(=C/c1ccccc1)C(=O)NCc1ccccc1
    15	2	1	5	-6	10	4	2	1	3	-0.7
COc1ccccc1C(=O)NC(=O)CSc1nc2nc(C)cc(C)n2n1
    0	2	-2	-10	6	-3	4	2	5	-4	0.3
O=c1c2ccccc2nc2ccccn12
    2	-2	2	-31	-30	-23	-31	-18	4	-17	-1.6
Cc1noc(C)c1COc1cccc(C(=O)NCc2cccc(Cl)c2)c1
    -1	6	3	-15	4	25	4	7	7	8	-2.7
CCN1C(=O)c2cccc3c(S(=O)(=O)NC(Cc4ccccc4)C(=O)O)ccc1c23 (configuration not stated)
    -15	14	12	-1	-23	-2	-15	5	6	1	0.8
CCc1ccccc1N(C(=O)c1cccs1)C1C=CS(=O)(=O)C1 (configuration not stated)
    1	-2	8	-9	4	23	10	-1	10	-4	-1.0
CC(=NCCCNC1CCCCC1)C1=C(O)CC(C)(C)CC1=O
    -4	-4	9	3	-3	-2	-15	-11	2	4	-1.9
Cc1[nH]c2ccc(C(=O)N3CCN(c4ccc(F)cc4)CC3)cc2c1C
    10	-2	3	1	-11	9	0	12	2	6	3.8
CN(CCOc1ccccc1)S(=O)(=O)c1ccc2oc3ccccc3c2c1
    -5	-2	-2	-5	-15	-2	4	-11	0	0	-2.1
CC(C)Nc1nc(NC(C)C)nc(N(C#N)CCOc2ccc(Cl)cc2Cl)n1
    0	0	3	15	8	19	20	19	2	-20	2.1
COc1ccccc1-c1csc(NC(=O)c2cc(-c3cccs3)nc3ccccc23)n1
    -4	-2	-6	-6	12	19	-10	2	8	2	-0.7
Cc1ccc(S(=O)(=O)NC2CC(C)(C)NC(C)(C)C2)cc1C
    6	0	0	10	-40	2	-27	-12	2	-3	0.1
COCCN(C(=O)CNC(=O)c1ccco1)C(C(=O)NC1CCCCC1)c1cccs1 (configuration not stated)
    -4	4	9	4	6	14	-29	-5	12	4	-0.7
NS(=O)(=O)c1ccc(N/N=C/c2ccc(C(=O)O)cc2)c([N+](=O)[O-])c1
    -1	12	-9	22	9	-14	-9	-10	-6	8	-2.1
COc1ccc(NC(=O)CC(Cc2ccc(Cl)cc2)C(=O)O)cc1 (configuration not stated)
    -2	-17	3	3	-16	-5	-10	3	1	-5	-1.6
O=C(CCCN1C(=O)c2cccc3cccc(c23)C1=O)NCc1ccco1
    2	3	-11	17	-7	13	-18	8	10	6	-1.0
CCN(c1ccccc1)S(=O)(=O)c1ccc(C(=O)NC2CCCCC2)cc1
    -10	-2	-6	24	17	3	-19	18	7	6	1.6
COc1ccc(Cc2c(N)nc(C)nc2N)cc1
    2	0	·	5	-5	16	-10	15	3	-2	-0.6
Cc1ccccc1NC(=S)N1CCCCCC1
    1	1	-2	-2	5	3	-18	-3	5	7	-2.4
CCOC(=O)[C@H]1[C@H]2COc3ccccc3[C@@H]2N2C(=O)c3cc(C)ccc3NC(=O)[C@@]12C
    -5	-3	2	10	7	-6	7	-7	6	-11	-1.6
NC(=S)NN=C1c2cc(OCCN3CCOCC3)ccc2-c2ccc(OCCN3CCOCC3)cc21
    2	-6	-4	34	73*	55	75*	68*	-10	-5	-0.9
Nc1nnc(SCC(=O)c2ccc([N+](=O)[O-])cc2)s1
    -10	-9	6	-8	5	10	-14	11	4	-5	-0.4
C1=CCC(/C=N/n2cnnc2)CC1 (configuration not stated)
    3	-3	-6	5	-9	13	-8	-8	13	-2	1.0
